Screens deposited in PubChem by Broad Institute.
PRC2 inh = EZH2/PRC2 methyltransferase inhibitors, primary screen, biochemical, DELFIA time-resolved fluorescence, single point. Histone-lysine N-methyltransferase EZH2 (Homo sapiens), Q15910. AID 651548, 2012. actives 0.35% (n = 57,000). PRC2 H3K27 methylation, DELFIA TRF, 1 h. inhibition, % at 12.5 µM;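 active means mean inhibition of replicates at least 50% and every single replicate also reaching 50%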;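 further: dimethyl H3K27 on biotinylated H3 21-44 peptide detected by antibody; plate controls were median neutral control wells for no effect and median positive control wells for full effect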
IDH1 R132H inh = inhibitors of IDH1 R132H reductase, primary screen, biochemical, plate reader, single point; diaphorase/resazurin fluorescence, 60 min; inhibition, % at 10 µM; actives 0.18% (n = 70,000); in the data active means inhibition above about 34%;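 further: 0% = DMSO and 100% = no enzyme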
Target sequence (O75874 whole entry R132H): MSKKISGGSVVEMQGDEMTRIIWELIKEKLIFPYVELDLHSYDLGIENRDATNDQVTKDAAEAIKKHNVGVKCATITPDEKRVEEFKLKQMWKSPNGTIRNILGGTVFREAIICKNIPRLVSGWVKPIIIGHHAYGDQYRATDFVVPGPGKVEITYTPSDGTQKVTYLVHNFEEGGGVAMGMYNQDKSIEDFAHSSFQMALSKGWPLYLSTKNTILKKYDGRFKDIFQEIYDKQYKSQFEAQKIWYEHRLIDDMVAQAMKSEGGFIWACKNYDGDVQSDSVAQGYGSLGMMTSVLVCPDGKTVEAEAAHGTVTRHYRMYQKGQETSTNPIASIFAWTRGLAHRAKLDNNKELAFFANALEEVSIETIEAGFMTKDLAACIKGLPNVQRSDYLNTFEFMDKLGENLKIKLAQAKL
Active calls of the source: *; nt = no result given. A portion of the library, so the mix of outcomes need not match the whole.

molecule | PRC2 inh | IDH1 R132H inh
CC(=O)N1CCN(C)CC1 | nt | 1.1
COc1ccc(COCC23N=C4SCc5ccccc5CN4[C@H](c4ccccc4O2)[C@H]3CO[Si](C)(C)C(C)(C)C)cc1 | 1.9 | nt
Cc1noc(C)c1NC(=O)N(C)C[C@@H]1Oc2c(cccc2N(C)C)C(=O)N([C@H](C)CO)C[C@H]1C | -6.3 | 2.9
COc1ccc(NC(=O)Nc2ccc3c(c2)CC(=O)N([C@@H](C)CO)C[C@@H](C)[C@H](CN(C)Cc2ccccc2)O3)cc1 | -25.8 | 0.2
Cc1[nH]c2ccccc2c1C(=O)CSc1nc2sc3c(c2c(=O)n1-c1ccccc1)CCC3 | 0.0 | 0.3
C/C=C/c1cnc2c(c1)C(=O)N([C@@H](C)CO)C[C@H](C)[C@@H](CN(C)C(=O)Nc1ccccc1F)O2 | 18.1 | 0.5
O=C(N[C@@H]1CC[C@H](CCNS(=O)(=O)c2ccc(Cl)cc2)O[C@@H]1CO)c1ccccn1 | 5.4 | -0.2
CC(/C=C/C1(O)C(C)CC(O)CC1(C)C)OC1OC(CO)C(O)C(O)C1O (stereo not given) | 41.3 | 0.1
COC(=O)C[C@H]1C[C@@H]2c3cc(NC(=O)c4ccc5c(c4)OCO5)ccc3O[C@@H]2[C@@H](CO)O1 | -0.9 | 0.3
COCC(=O)N(C)C[C@H]1Oc2ncc(C#CCC3CCCC3)cc2C(=O)N([C@@H](C)CO)C[C@@H]1C | 5.2 | 0.2
COc1ccc(S(=O)(=O)N(C)C[C@@H]2Oc3ccc(NS(=O)(=O)c4ccc(C)cc4)cc3CC(=O)N([C@@H](C)CO)C[C@H]2C)cc1 | nt | -0.6
C[C@H](CO)N1C[C@H](C)[C@@H](CN(C)C(=O)Nc2ccc(F)cc2)Oc2ccc(NC(=O)Nc3cccc4ccccc34)cc2C1=O | nt | -12.1
CC(C)NC(=O)N(C)C[C@@H]1Oc2cc(-c3ccncc3)ccc2S(=O)(=O)N([C@@H](C)CO)C[C@@H]1C | -13.7 | 0.1
CC(=O)N(C)C[C@@H]1Oc2cc(C#CC3CCCCC3)ccc2S(=O)(=O)N([C@H](C)CO)C[C@@H]1C | -29.8 | nt
C[C@@H]1CN([C@@H](C)CO)C(=O)Cc2cc(NS(C)(=O)=O)ccc2O[C@H]1CN(C)S(=O)(=O)c1cn(C)cn1 | nt | -0.4
CCOc1ccccc1NC(=O)CSc1cc(C)c2cccc(C)c2n1 | 2.8 | -0.1
COc1ccc(NC(=O)N(C)C[C@H]2Oc3c(NC(=O)C4CCOCC4)cccc3C(=O)N([C@@H](C)CO)C[C@H]2C)cc1 | -17.5 | nt
COc1ccc(CN(C)C[C@H]2Oc3ccc(NC(=O)CCN4CCOCC4)cc3C(=O)N([C@@H](C)CO)C[C@H]2C)cc1 | 6.4 | 1.7
C[C@@H]1CN([C@@H](C)CO)C(=O)c2cc(NC(=O)CCC(F)(F)F)ccc2O[C@@H](C)CCCCO[C@H]1CN(C)S(=O)(=O)c1ccccc1 | nt | 1.5
Cc1ccc(C(=O)COc2cc(C)nc3nncn23)cc1 | -9.9 | 0.7
COc1ccc(S(=O)(=O)N(C)C[C@H]2Oc3cc(C#CC4CC4)ccc3S(=O)(=O)N([C@@H](C)CO)C[C@H]2C)cc1 | 10.9 | nt
O=C(C[C@@H]1C=C[C@H](NS(=O)(=O)c2ccc(F)cc2)[C@H](CO)O1)N1CCN(c2ccccc2)CC1 | 0.6 | -0.1
CCCN(C)C[C@@H]1Oc2cc(C#CC3CCCCC3)ccc2S(=O)(=O)N([C@@H](C)CO)C[C@@H]1C | 5.5 | 0.2
Cc1cccc(NC(=O)CSc2nnc(-c3cccnc3)n2-c2ccccc2)c1C | -4.7 | 0.6
C[C@@H]1CN([C@H](C)CO)C(=O)c2cc(C3=CCCC3)cnc2O[C@H]1CN(C)Cc1ccccn1 | nt | 0.4
COc1cccc(NC(=O)N(C)C[C@H]2OCc3cn(nn3)CCCC(=O)N([C@H](C)CO)C[C@@H]2C)c1 | -1.7 | nt
O=C(Cc1ccncc1)NCC[C@@H]1CC[C@@H](NC(=O)C2CCOCC2)[C@@H](CO)O1 | 7.6 | -0.2
CC(C)NC(=O)Nc1ccc2c(c1)C(=O)N([C@H](C)CO)C[C@H](C)[C@H](CN(C)C(=O)c1ccccc1)OCCCC[C@H](C)O2 | 0.9 | 0.0
CC(=O)c1cccc(NC(=O)NCc2cc(C)n(C)n2)c1 | 0.8 | -0.3
CO[C@H]1CN(C)C(=O)c2cc(NC(=O)Nc3cccc(F)c3)ccc2OC[C@H](C)N(C(=O)C2CC2)C[C@H]1C | -31.9 | nt
COCC#Cc1cnc2c(c1)C(=O)N([C@@H](C)CO)C[C@@H](C)[C@@H](CN(C)C(=O)C1CCC1)O2 | 14.1 | -0.2
CO[C@H]1CN(C)C(=O)c2cc(NC(=O)C3CC3)ccc2OC[C@H](C)N(Cc2cccnc2)C[C@@H]1C | -7.4 | 0.1
COc1ccc(NC(=O)Nc2ccc3c(c2)CC(=O)N([C@@H](C)CO)C[C@@H](C)[C@@H](CN(C)C(=O)NC2CCCCC2)O3)cc1 | -3.7 | 0.8
C[C@@H]1CN([C@@H](C)CO)C(=O)c2cccc(NC(=O)Nc3ccc(F)cc3)c2O[C@@H]1CN(C)C(=O)Nc1ccc(C(F)(F)F)cc1 | nt | 4.1
CO[C@@H]1CN(C)C(=O)c2cc(NC(=O)C3CCC3)ccc2OC[C@@H](C)N(CC2CCCCC2)C[C@H]1C | -6.1 | 0.3
CCC(=O)N(C)C[C@@H]1Oc2cc(-c3ccccc3C)ccc2S(=O)(=O)N([C@@H](C)CO)C[C@H]1C | 12.9 | -0.6
O=C(O)CCCCCC(=O)N/N=C/c1cc(Br)cs1 | 10.0 | 0.2
CCCc1cn(CC[C@@H]2CC[C@@H](NC(=O)C3CCOCC3)[C@H](CO)O2)nn1 | -1.6 | 0.1
COc1cccc(CNC(=O)C[C@@H]2C=C[C@@H](NS(=O)(=O)c3ccccc3OC)[C@@H](CO)O2)c1 | 0.4 | -0.2
CCCN(C)C[C@@H]1OCCCC[C@@H](C)Oc2ccc(NS(=O)(=O)c3cn(C)cn3)cc2C(=O)N([C@H](C)CO)C[C@@H]1C | 13.2 | 2.2
Cc1ccc(S(=O)(=O)N2CCN(Cc3cccc(OCCO)c3)CC2)cc1 | -5.8 | nt
Cc1ccc(S(=O)(=O)Nc2ccc3c(c2)C(=O)N([C@H](C)CO)C[C@H](C)[C@H](CN(C)S(=O)(=O)c2ccc(C)cc2)OCCCC[C@H](C)O3)cc1 | nt | -1.9
CCCN(C)C[C@@H]1Oc2cc(C#C[C@@H](C)O)ccc2S(=O)(=O)N([C@@H](C)CO)C[C@@H]1C | -7.4 | -2.4
CCC(=O)N(C)C[C@@H]1Oc2cc(C3=CCCC3)ccc2S(=O)(=O)N([C@@H](C)CO)C[C@@H]1C | 0.4 | 5.1
CCCNC(=O)N[C@H]1CC[C@H](CCNS(=O)(=O)c2cccc(F)c2)O[C@@H]1CO | -3.6 | 0.1
COc1ccc(NC(=O)Nc2ccc3c(c2)C(=O)N([C@H](C)CO)C[C@H](C)[C@@H](CN(C)C(=O)CCC(F)(F)F)OCCCC[C@@H](C)O3)cc1 | nt | -1.0
C[C@H](O)C#Cc1ccc2c(c1)O[C@@H](CN(C)C(=O)C1CCCCC1)[C@@H](C)CN([C@@H](C)CO)S2(=O)=O | 2.9 | -1.2
C[C@H]1CN([C@@H](C)CO)C(=O)c2cccc(NC(=O)c3nc4ccccc4s3)c2O[C@H]1CN(C)C(=O)Nc1cccc2ccccc12 | nt | 4.5
COC(=O)c1ccc(C(=O)OC)c(NC(=O)c2ccccc2N(C)S(C)(=O)=O)c1 | -1.0 | 0.0
Cc1ccc(S(=O)(=O)Nc2ccc3c(c2)C(=O)N([C@H](C)CO)C[C@@H](C)[C@@H](CN(C)C(=O)c2ccncc2)OCCCC[C@@H](C)O3)cc1 | nt | -3.7
COc1ccccc1NC(=O)N[C@H]1CC[C@@H](CCNS(=O)(=O)c2ccccc2)O[C@H]1CO | -7.0 | -0.3
COc1ccc(S(=O)(=O)Nc2ccc3c(c2)C(=O)N([C@@H](C)CO)C[C@H](C)[C@@H](CN(C)C)O3)cc1 | 1.2 | 0.1
CO[C@H](CN(C)C(=O)C1CC1)[C@H](C)CN(C(=O)Nc1ccc(C(F)(F)F)cc1)[C@@H](C)CO | 11.9 | -0.1
CCCC#Cc1ccc2c(c1)O[C@@H](CN(C)C(=O)CC1CC1)[C@@H](C)CN([C@@H](C)CO)S2(=O)=O | -4.9 | -3.0
C[C@@H]1CN([C@H](C)CO)C(=O)c2cc(NC(=O)C3CCCCC3)ccc2O[C@@H](C)CCCCO[C@H]1CN(C)Cc1ccc(Cl)c(Cl)c1 | nt | -1.2
COC(=O)c1ccc(COc2nc(C)cc(C)c2C#N)o1 | 6.4 | 3.6
COc1ccc(NC(=O)N(C)C[C@H]2Oc3ccc(NS(=O)(=O)c4ccc(C)cc4)cc3CC(=O)N([C@@H](C)CO)C[C@@H]2C)cc1 | nt | -22.7
C[C@@H]1CN([C@@H](C)CO)C(=O)c2cc(/C=C/c3ccccc3)cnc2O[C@@H]1CN(C)Cc1cccnc1 | -13.1 | 0.4
C[C@H]1CN([C@@H](C)CO)C(=O)c2cccc(NC(=O)Nc3ccc(F)cc3)c2O[C@@H]1CN(C)Cc1ccc(C(F)(F)F)cc1 | -20.3 | -0.6
CC(=O)c1cccc(N(CC(=O)Nc2ccc(C(F)(F)F)cc2)S(C)(=O)=O)c1 | -2.8 | -0.1

Remaining list, next part
molecule | PRC2 inh | IDH1 R132H inh
NC(=O)C1(N2CCCCC2)CCN(C(=O)CSc2nc3ccccc3[nH]2)CC1 | -1.8 | 0.5
O=C(NCC[C@@H]1CC[C@@H](NC(=O)C2CCOCC2)[C@H](CO)O1)Nc1ccc(Cl)cc1 | 0.4 | 0.1
COc1ccc(S(=O)(=O)Nc2ccc3c(c2)C(=O)N([C@H](C)CO)C[C@H](C)[C@H](CN(C)Cc2ccc(C(=O)Nc4ccccc4N)cc2)OCCCC[C@@H](C)O3)cc1 | -28.6 | nt
C[C@@H]1CN([C@@H](C)CO)C(=O)c2cccc(NC(=O)Nc3ccccc3)c2O[C@H]1CN(C)S(=O)(=O)c1ccc(F)cc1 | -14.2 | -0.3
COCC(=O)N[C@@H]1C=C[C@H](CC(=O)NCc2ccccc2OC)O[C@H]1CO | -0.8 | -0.1
C[C@@H]1CN([C@@H](C)CO)C(=O)Cc2cc(NC(=O)Nc3ccc(F)cc3)ccc2O[C@H]1CN(C)C(=O)Nc1ccccc1 | nt | 1.2
O=C(NCC[C@H]1CC[C@H](NS(=O)(=O)c2ccccc2F)[C@H](CO)O1)c1ccc(F)cc1 | -28.3 | 0.1
COc1ccc(S(=O)(=O)N(C)C[C@@H]2OCCCC[C@@H](C)Oc3ccc(NS(=O)(=O)c4ccccc4)cc3C(=O)N([C@H](C)CO)C[C@@H]2C)cc1 | nt | 0.6
CC(=O)N(C)C[C@@H]1Oc2ncc(Br)cc2C(=O)N([C@H](C)CO)C[C@@H]1C | 9.7 | -0.4
C[C@@H]1CN([C@@H](C)CO)S(=O)(=O)c2ccc(C#CC3CCCC3)cc2O[C@H]1CN(C)C | nt | -2.5
COc1ccc(NC(=O)Nc2ccc3c(c2)C(=O)N([C@H](C)CO)C[C@@H](C)[C@H](CN(C)C(=O)Cc2ccccc2)OCCCC[C@@H](C)O3)cc1 | nt | 1.8
C[C@@H]1CCCCO[C@@H](CN(C)C(=O)CCCN(C)C)[C@@H](C)CN([C@H](C)CO)C(=O)c2cc(NC(=O)c3ccncc3)ccc2O1 | nt | 3.0
O=C(Nc1ccc(Cl)cc1)N[C@@H]1CC[C@@H](CCNS(=O)(=O)c2ccccc2F)O[C@@H]1CO | 5.0 | 0.3
O=[N+]([O-])c1ccccc1-c1ccc(CN2CCN3CCCC3C2C2CCCCC2)o1 (stereo not given) | -12.7 | 0.9
C[C@H](CO)N1C[C@H](C)[C@@H](CN(C)C(=O)c2ccccc2)Oc2cc(C3=CCCCC3)ccc2S1(=O)=O | -14.6 | nt
C[C@H](CO)N1C[C@H](C)[C@@H](CN(C)C(=O)Nc2ccccc2)Oc2c(NS(=O)(=O)c3ccc(F)cc3)cccc2C1=O | nt | 0.5
C[C@H](NC(=O)C[C@@H]1C=C[C@@H](NC(=O)Nc2ccc3c(c2)OCO3)[C@H](CO)O1)c1ccccc1 | -9.6 | -0.9
N#Cc1nc(-c2ccccc2Cl)oc1NCCCN1CCOCC1 | -1.1 | -0.4
COc1ccc(CN(C)C[C@@H]2Oc3c(NC(=O)c4cc(C)nn4C)cccc3C(=O)N([C@@H](C)CO)C[C@H]2C)cc1 | 22.1 | 0.0
Cc1noc(C)c1NC(=O)NCC[C@@H]1CC[C@@H](NC(=O)Cc2cccnc2)[C@@H](CO)O1 | 3.4 | 0.1
C[C@@H]1CN([C@H](C)CO)C(=O)c2cc(C#CCN(C)C)cnc2O[C@@H]1CN(C)C(=O)NC1CCCC1 | nt | -0.1

Fetched by compound from above, four records:
molecule | PRC2 inh | IDH1 R132H inh
COc1ccc(CN(C)C[C@@H]2Oc3c(NC(=O)c4cc(C)nn4C)cccc3C(=O)N([C@@H](C)CO)C[C@H]2C)cc1 | 22.1 | 0.0
N#Cc1nc(-c2ccccc2Cl)oc1NCCCN1CCOCC1 | -1.1 | -0.4
Cc1noc(C)c1NC(=O)NCC[C@@H]1CC[C@@H](NC(=O)Cc2cccnc2)[C@@H](CO)O1 | 3.4 | 0.1
C[C@H](CO)N1C[C@H](C)[C@@H](CN(C)C(=O)Nc2ccccc2)Oc2c(NS(=O)(=O)c3ccc(F)cc3)cccc2C1=O | nt | 0.5
